STAT3 blocker = IL-6 driven STAT3 reporter inhibitors, primary screen, U3A cells, luciferase, luminescence, MLSCN library | 0.89% of 190,000 active | IL-6 STAT3-luciferase reporter; host cell line lacks STAT1 | inhibition, % at 5.5 µM | AID 862, 2007;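 active = inhibition above the mean inhibition across all screened compounds plus 3 SD, cut at about 44% in these data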;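 note: 0% = DMSO only wells and 100% = 100 µM nifuroxazide control wells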
STAT1 inh = STAT1 signaling inhibitors, primary screen, cell-based, HTS, luciferase reporter. 0.35% of 200,000 active. NIH 3T3 STAT1-luciferase reporter, IFN-gamma, luminescence. inhibition, % at 5.5 µM;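 active = inhibition above a set limit, the mean inhibition across all tested compounds plus 3 SD, cut at about 34% in these data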;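 note: 0% = IFN-gamma with DMSO and 100% = IFN-gamma with 300 µM nifuroxazide; values of inactives mirror those of a sister screen read the other way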
APP transl inh = inhibitors of APP translation via 5'UTR reporter, primary screen, APP 5'UTR luciferase, SH-SY5Y cells; inhibition, % at 2 µM; 0.82% of 190,000 active; SH-SY5Y APP 5'UTR-luciferase reporter, luminescence; AID 1285, 2008;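 active = inhibition above a set limit, derived from the sample mean plus 3 SD, cut at about 45% in these data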; note: values of inactives mirror those of a sister screen read the other way
STAT3 activator = IL-6 driven STAT3 reporter potentiators, primary screen, U3A cells, luciferase, luminescence, MLSCN library; activation (% of control), % at 5.6 µM; 0.91% of 190,000 active; IL-6 STAT3-luciferase reporter; 100% = signal with IL-6 EC80 alone; AID 871, 2007;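 active = activation above the screen-wide mean of compound activation plus 3 SD, cut at about 130% in these data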;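 note: 0% = background luminescence of wells with medium and substrate only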
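Material: human U3A cells carrying STAT3-luciferase construct. Measured by: reporter luminescence signal. Timing: compound 1 h, then IL-6 6 h at 37 °C.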
STAT1 act = STAT1 signaling activators, primary screen, cell-based, HTS, luciferase reporter; 2.6% of 200,000 active; activation (% of control), % at 5.5 µM; NIH 3T3 STAT1-luciferase reporter, IFN-gamma, luminescence; 100% = IFN-gamma alone, no compound; AID 932, 2007;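 active = activation above the screen-wide mean activation plus 3 SD, cut at about 130% in these data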;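 note: raw ratio to IFN-gamma control signal so 100% means no change and 0% no light; values of inactives mirror those of a sister screen read the other way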
Hsp70 act = Hsp70 transcriptional activators, primary screen, cell-based, HeLa, Hsp70 promoter luciferase, luminescence, 10 µM. HeLa Hsp70 promoter luciferase reporter; scaled: vehicle 0, proteasome-inhibitor control 100%. 0.04% of 200,000 active. AID 1203, 2008. activation, % at 10 µM;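 active = activation above the mean across all tested compounds plus 3 SD, cutoff set per campaign, cut at about 5.5% in these data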;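 note: 100% = MG132 at 30 µM as the positive control and 0% = DMSO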
Diaph act CS = compounds boosting diaphorase resazurin reduction – biochemical, uHTS, resorufin fluorescence, counter-screen for diaphorase-coupled primary assays, primary screen. Diaphorase/resazurin coupled assay, 16 min; active compounds read high; 1 = vehicle wells, 0 = NADH-free wells. activation factor at 20 µM. AID 1229, 2008. 0.005% of 190,000 active;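 active = diaphorase activity raised at least twofold by the compound at 20 µM; inactive = activation factor below 2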
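Material: Clostridium kluyveri diaphorase, purified enzyme; Quantity: enzyme 0.07 U/mL final; Medium: HEPES pH 7.4 buffer with MgCl2 and Tween 20; Dosing: single compound dose of 20 µM, 1% DMSO final; Schedule: 16 min reaction at room temperature; Measured by: red resorufin fluorescence at 544/590 nm excitation/emission.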
Diaph inh CS = diaphorase inhibitors and chemical oxidizers, primary screen, counter-screen for diaphorase-coupled primary assays, biochemical, uHTS, resorufin fluorescence; diaphorase resazurin-to-resorufin fluorescence, NADH, 16 min; bacterial (C. kluyveri) enzyme, not human; inhibition, % at 20 µM; 0.69% of 190,000 active;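 active = primary screen inhibition at 20 µM above a set limit, cut at about 50% in these data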;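 note: plate controls were DMSO with full reaction for no effect and wells lacking NADH for full effect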
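material = Clostridium kluyveri diaphorase enzyme | amount = 0.14 U/mL diaphorase, enzyme working solution | schedule = incubation 16 min, room temperature | detection = fluorescence of resorufin formed from resazurin, Ex 544/Em 590 nm | benchmarks = positive control minus NADH, DMSO neutral control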
TLR4 MyD88 comp = inhibitors of TLR4-MyD88 association in cells, primary screen, cell-based, HeLa CL3-4, BLA complementation, FRET ratio; HeLa CL3-4 TLR4/MyD88 BLA complementation; AID 861, 2007; Toll-like receptor 4 (Homo sapiens) + Myeloid differentiation primary response protein …; 0.18% of 200,000 active; inhibition, % at 8.4 µM; in the data active = inhibition above about 25%;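 note: 0% = vehicle and 100% = reference inhibitor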
Target sequence (O00206 whole entry, looked up): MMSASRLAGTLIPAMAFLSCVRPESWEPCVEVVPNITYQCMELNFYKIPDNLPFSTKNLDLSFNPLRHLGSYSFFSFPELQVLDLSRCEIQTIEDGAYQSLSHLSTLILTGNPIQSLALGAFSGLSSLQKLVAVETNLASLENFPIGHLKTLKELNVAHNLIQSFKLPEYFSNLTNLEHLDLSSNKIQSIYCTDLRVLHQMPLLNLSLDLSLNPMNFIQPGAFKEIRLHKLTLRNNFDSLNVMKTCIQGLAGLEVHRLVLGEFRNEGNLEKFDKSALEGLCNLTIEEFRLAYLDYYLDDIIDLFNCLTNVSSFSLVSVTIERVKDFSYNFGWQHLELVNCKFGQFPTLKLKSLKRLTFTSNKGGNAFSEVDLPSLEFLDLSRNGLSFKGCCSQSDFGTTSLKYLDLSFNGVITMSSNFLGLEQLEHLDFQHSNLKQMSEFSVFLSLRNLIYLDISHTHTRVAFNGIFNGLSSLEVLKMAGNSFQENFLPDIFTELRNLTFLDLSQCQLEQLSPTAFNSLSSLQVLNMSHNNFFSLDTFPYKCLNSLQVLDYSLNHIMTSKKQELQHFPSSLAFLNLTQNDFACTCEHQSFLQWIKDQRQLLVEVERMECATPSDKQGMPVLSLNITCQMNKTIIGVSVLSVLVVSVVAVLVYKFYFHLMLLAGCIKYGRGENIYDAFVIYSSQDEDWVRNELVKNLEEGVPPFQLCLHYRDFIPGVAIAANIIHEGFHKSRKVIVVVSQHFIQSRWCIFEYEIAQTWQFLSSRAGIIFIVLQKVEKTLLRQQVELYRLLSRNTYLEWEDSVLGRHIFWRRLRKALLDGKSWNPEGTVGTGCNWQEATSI
Target sequence (Q99836 whole entry, looked up): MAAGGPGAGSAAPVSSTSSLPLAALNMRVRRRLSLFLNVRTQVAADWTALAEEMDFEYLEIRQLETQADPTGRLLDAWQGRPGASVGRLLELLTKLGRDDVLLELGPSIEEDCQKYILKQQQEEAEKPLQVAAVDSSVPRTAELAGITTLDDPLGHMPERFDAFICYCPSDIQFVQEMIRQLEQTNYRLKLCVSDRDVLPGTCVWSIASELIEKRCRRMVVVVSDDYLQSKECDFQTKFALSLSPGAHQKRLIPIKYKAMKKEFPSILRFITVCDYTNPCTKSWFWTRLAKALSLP
G6PDH CS = L. mesenteroides G6PDH inhibitors, counter-screen for G6PDH-coupled screening assays, biochemical, Leuconostoc mesenteroides enzyme. Purified L. mesenteroides G6PDH, diaphorase/resazurin coupled fluorescence, 45 min. inhibition, % at 5 µM. 0.12% of 200,000 active; in the data active = inhibition above about 50%
* marks the source's active call; other numbers are inactive results; nt = not tested or not shown.

item	Molecule	STAT3 blocker	STAT1 inh	APP transl inh	STAT3 activator	STAT1 act	Hsp70 act	Diaph act CS	Diaph inh CS	TLR4 MyD88 comp	G6PDH CS
1	CCCOC(=O)C1=C(C)N(C)C(=O)NC1c1cc2c(cc1[N+](=O)[O-])OCO2 (configuration not stated)	-2	-2	-12	101	102	0.4	0.7	27	-5	8
2	CCOC(=O)c1c(NC(=O)c2cc3n(n2)C(C(F)(F)F)CC(c2cccs2)N3)sc(C)c1C (configuration not stated)	-15	5	15	108	96	0.0	0.9	9	0	-5
3	Cc1ccc(C(=O)COC(=O)CCc2ccc(S(=O)(=O)N3CCCCC3)cc2)cc1	0	1	0	99	99	-0.5	0.9	14	-3	-9
4	Cc1ccc(C(C(=O)NC(C)(C)C)N(Cc2ccc3c(c2)OCO3)C(=O)c2ccc(CN3CCOCC3)o2)o1 (configuration not stated)	-7	0	-15	108	100	-0.1	1	2	4	4
5	Cc1ccnc(SCC(=O)N2CCN(c3ccccc3)CC2)n1	2	-5	6	101	104	0.1	0.9	6	7	7
6	CC(C)Sc1nc2ccccc2c(=O)[nH]1	1	-2	40	102	102	-0.2	0.9	15	-3	17
7	COc1ccc(C(=O)Nc2cc(OC)c(Cl)cc2OC)cc1	-24	-5	-13	128	105	-0.3	0.9	8	-1	1
8	COC(=O)C1(C(F)(F)F)N=C2Sc3ccccc3N2C(N2CCOCC2)=N1 (configuration not stated)	-6	2	6	109	98	0.0	0.9	10	-6	-4
9	Cc1cc(C)n(-c2nc(SCC(=O)N3CCCC3)c3c4c(sc3n2)CCCC4)n1	7	5	2	98	95	0.1	0.8	18	0	-54
10	O=C(c1cccn2c(=O)c3ccccc3nc12)N1CCN(c2ccccn2)CC1	51*	-5	-15	59	105	-0.3	0.9	12	-9	-17
11	CN(C)Cc1c(O)c(Cl)cc2c3c(c(=O)oc12)CCCC3	-2	7	-17	102	95	-0.3	0.8	20	-8	6
12	O=C(NC1=NCCS1)c1sc2ccccc2c1Cl	2	-79	-146	103	173*	0.0	0.9	12	-13	-20
13	O=C(N/C=C/c1ccc(Cl)cc1)NCc1ccc(Cl)cc1	17	4	-3	87	96	-0.1	1	4	6	4
14	Cc1c(Br)c(C(=O)NCc2cc3cc(Cl)ccc3[nH]2)nn1C	1	0	-6	98	100	-0.3	0.9	12	9	-1
15	COc1ccc(-c2nc(S(=O)(=O)c3ccc(C)cc3)c(N3CCCC3)o2)cc1	7	0	2	97	100	-0.1	1	3	7	-14

In the list so far, two have an aryl methoxy group:
item	Molecule	STAT3 blocker	STAT1 inh	APP transl inh	STAT3 activator	STAT1 act	Hsp70 act	Diaph act CS	Diaph inh CS	TLR4 MyD88 comp	G6PDH CS
7	COc1ccc(C(=O)Nc2cc(OC)c(Cl)cc2OC)cc1	-24	-5	-13	128	105	-0.3	0.9	8	-1	1
15	COc1ccc(-c2nc(S(=O)(=O)c3ccc(C)cc3)c(N3CCCC3)o2)cc1	7	0	2	97	100	-0.1	1	3	7	-14

The list continues:
item	Molecule	STAT3 blocker	STAT1 inh	APP transl inh	STAT3 activator	STAT1 act	Hsp70 act	Diaph act CS	Diaph inh CS	TLR4 MyD88 comp	G6PDH CS
16	O=C(O)Cn1ccnc1	-2	3	1	102	97	-0.2	0.9	12	10	13
17	COc1cccc(C(=O)N(Cc2cc3cc(C)ccc3[nH]c2=O)CC2CCCO2)c1 (configuration not stated)	-5	2	-2	108	100	0.1	0.9	6	13	14
18	CCC1(c2ccc(F)cc2)NC(=O)N(CC(=O)Nc2ccc(C)c(S(=O)(=O)N3CCOCC3)c2)C1=O (configuration not stated)	-2	2	5	102	99	-0.1	0.9	12	-12	-6
19	O=C(NNC(=S)NC1CCCCC1)c1ccc(Cl)s1	15	9	-38	96	91	0.0	1	-2	-10	6
20	Cc1ccc2cc(S(=O)(=O)NCCCC(=O)O)ccc2c1	-8	1	-1	110	101	-0.1	0.9	6	-2	-1
21	COc1cccc(-n2nc(C(=O)N3CC(C)CC(C)C3)c3ccccc3c2=O)c1 (configuration not stated)	-1	0	nt	101	98	-0.2	0.9	9	9	0
22	Cc1ncsc1CCOC(=O)c1cccnc1	3	2	-4	101	98	-0.2	0.8	22	-7	10
23	O=C(Nc1ccccc1-c1ccccc1)c1cccc(C(F)(F)F)c1	11	1	-4	90	99	-0.2	0.9	7	-7	-11
24	CCOC(=O)c1c(C(=O)OCC)c(C)n(N2C(=O)CSC2=S)c1C	-6	3	-5	108	99	-0.1	0.9	13	-3	-4
25	COc1ccc(C2=C(Nc3ccc(C)cc3)c3ccccc3C2=O)cc1	2	5	-9	98	96	-0.2	0.9	10	-14	2
26	COc1ccc(F)cc1S(=O)(=O)NCc1ccccc1	25	7	-12	80	94	-0.3	1	-1	10	11
27	CCOC(=O)c1cc2c(C)n(-c3ccc(C)cc3)c(C)c2ccc1=O	42	3	-115	69	97	-0.1	0.8	18	2	4
28	COC(=O)C1=C(C(=O)OC)C(c2ccc(OC)c(OC)c2)c2sc(=O)[nH]c2S1 (configuration not stated)	-8	2	-20	108	97	-0.2	0.8	25	-3	27
29	O=C(C1CCN(S(=O)(=O)c2cccc3cccnc23)CC1)N1CCN(c2ccccc2)CC1	3	5	-1	97	92	-0.4	0.9	14	-8	9
30	CCOc1ccc(S(=O)(=O)N2CCN(C(=S)NCc3ccco3)CC2)cc1	-3	-6	-5	103	105	-0.2	0.8	18	-10	4
31	CCOC(=O)N1CCC(=NNC(N)=O)CC1	-4	-4	-4	105	103	-0.2	0.9	7	-2	5
32	CCCCNC(=O)N1CCN(C/C=C/c2ccccc2)CC1	1	0	-12	99	100	-0.2	0.8	19	25*	7
33	O=C(COC(=O)c1ccc(Br)o1)NC1CCCCC1	25	6	6	85	95	-0.2	0.9	8	-15	-2
34	Oc1ccc(-c2nncn2-c2ccccc2)cc1	8	-1	15	95	99	-0.1	1.2	-15	1	7
35	CC(=O)N1CCCC(C(=O)c2ccc3c4c(cccc24)CC3)C1 (configuration not stated)	10	-4	-16	96	104	-0.3	0.8	23	-6	3
36	CCOCCCNc1nc2c(-c3ccccc3)nnn2c2ccccc12	-29	0	14	125	100	-0.4	1	2	-10	4
37	CN(CC(=O)N1CCN(C2CCCCC2)CC1)S(=O)(=O)c1cccc2nsnc12	4	-5	4	99	105	0.2	0.8	16	-10	-1
38	CC(=O)c1cccc(NC(=O)CSC(=O)c2ccccc2)c1	-8	-20	-11	103	118	-0.2	0.9	12	-3	-11
39	CC1CCN(CCn2c(=S)[nH]c3ncccc3c2=O)CC1	9	-4	-14	95	104	0.0	nt	nt	-4	nt
40	CCCN(CCC)CCNC(=O)C1CCN(Cc2nc(-c3ccc(Cl)cc3)oc2C)CC1	4	2	16	106	98	0.0	1.1	-8	12	12
41	CC(C(=O)N=Nc1c(O)[nH]c2ccccc12)n1cnc2ccccc2c1=O (configuration not stated)	12	8	20	97	92	-0.2	1	2	-11	-3
42	Cc1cc(NS(=O)(=O)c2ccc(NC(=O)COc3ccccc3C(C)C)cc2)no1	-3	-4	-12	107	104	0.0	0.9	5	-4	-7
43	CC(C)(C)C(=O)Cn1c(=N)n(Cc2ccccc2Cl)c2ccccc21	-5	1	2	105	100	-0.2	1	2	-3	0
44	NC(=O)c1c(NC(=O)CCCn2cnc([N+](=O)[O-])n2)sc2c1CCCC2	16	-7	8	92	105	-0.1	1.1	-7	1	10
45	O=C(O)c1ccc2c(c1)C(=O)N(c1ccc(Cl)cn1)C2=O	0	2	4	105	99	-0.2	0.8	16	-5	-20
46	CCCN1CCC2(CC1)C(C#N)=C(N)Oc1c2sc2nc(C)cc(C)c12	11	2	-13	99	95	-0.1	0.7	33	-2	3
47	N#CCCn1nnc2ccccc21	-3	2	-10	106	99	-0.4	0.9	7	0	16
48	COc1cc(OC)cc(C(=O)Nc2nnc(NC(=S)Nc3ccccc3)s2)c1	61*	7	-15	50	94	-0.5	0.8	23	2	-1
49	COc1ccc(-c2cnn3c4c(c(C)nc23)CCN4C(C)C)cc1OC	1	-14	nt	104	113	-0.4	0.8	19	5	-10
50	C[n+]1c2n(c3ccccc31)N=C(c1ccc(Cl)cc1)CS2	-22	24	-4	128	78	-0.4	1	5	-5	-34
51	CCOc1cc(CNc2ccc(N3CCN(C(C)=O)CC3)cc2)cc(Br)c1OC	10	3	-6	94	97	-0.2	0.7	27	-12	-4
52	O=C(CC12CC3CC(CC(C3)C1)C2)N1CCCC1	-4	2	-8	104	98	-0.4	1.1	-12	-5	12
53	CC1CC2(CC(C)(C(=O)CSc3n[nH]c(-c4ccccc4Cl)n3)OC2=O)C(=O)O1 (configuration not stated)	-11	0	-10	112	100	-0.3	0.9	8	5	16
54	COc1ccc(NC(=S)NCCSc2ccc(Cl)cc2)c(OC)c1	14	3	-4	93	97	-0.2	0.7	26	-7	25
55	CCc1ccc(-c2cc(C(F)(F)F)n3nc(C(=O)Nc4c(C)nn(Cc5ccccc5Cl)c4C)cc3n2)s1	0	-3	6	99	103	-0.1	0.7	26	3	-1
56	CCOc1ccc(NC(=O)CN2CCN(S(=O)(=O)c3ccc(Cl)cc3)CC2)cc1	8	1	-20	97	100	-0.5	0.9	14	-7	5
57	CCc1ccccc1NC(=O)N1C2CCCC1CC(NC(C)=O)C2 (configuration not stated)	0	-9	-23	105	108	-0.2	0.9	10	-1	-4
58	COc1cc(C(=O)NC2=NCCS2)cc(OC)c1OC	10	1	4	96	99	-0.3	0.8	20	7	6
59	CC(=O)C(=Cc1ccc(C(=O)O)cc1)C(C)=O	4	-1	-6	98	98	-0.2	0.9	8	-7	4
60	Cc1nc2ccc(NC(=O)CCS(=O)(=O)c3ccccc3)cc2s1	-12	-22	5	107	119	-0.1	1	0	-9	25
61	Oc1ccc(C(=S)N2CCCCCC2)cc1	2	-2	16	102	102	-0.4	0.9	10	6	-4
62	Cc1nc2c(C)cccn2c1/C(O)=C1\C(=O)C(=O)N(CCN(C)C)C1c1ccncc1 (configuration not stated)	4	-7	-16	100	106	-0.4	0.9	5	1	4
63	O=S(=O)(c1ccccc1)n1ccc(-c2cnc(-c3ccccc3)s2)n1	16	-30	-24	91	127	-0.1	0.8	20	-10	6
64	O=C(CCNC(=O)c1ccccc1Cl)NC1=NCCS1	1	-5	4	106	104	-0.2	1	3	-2	11
